Bioassay records from PubChem.
MEKK2 WT-MEK5 = modulators of MEK5 binding to wildtype MEKK2, primary screen, biochemical, multiplex bead flow cytometry, Alexa488-MEK5; Alexa488-MEK5 binding to MEKK2 WT; actives lie on both sides; binding response (% of control), % at 10 µM; actives 1.1% (n = 290,000); AID 1531, 2009; in the data active = binding response below about 67% or above about 130%
M18AAP inhibitor = PfM18AAP inhibitors, malaria aminopeptidase, primary screen, biochemical, QFRET, recombinant enzyme. M18 aspartyl aminopeptidase (Plasmodium falciparum 3D7). H-Glu-NHMec fluorogenic cleavage. inhibition, % at 7.35 µM. actives 1.2% (n = 290,000). AID 1822, 2009;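 active = inhibition above the campaign mean inhibition over all tested compounds plus 3 SD, cut at about 28% in these data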;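 also: 0% = plate median of test compound wells and 100% = 2 mM ZnCl2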
MEKK3 PB1 HTS = modulators of MEKK3-MEK5 PB1 binding, primary screen, biochemical, wildtype MEKK3, multiplex bead flow cytometry, Alexa488-MEK5 | Mitogen-activated protein kinase kinase kinase 3 (Homo sapiens), Q99759 | bead-based flow cytometry, Alexa488-MEK5 binding to MEKK3; actives lie on both sides; 0 = blocked by unlabeled MEK5, 100 = vehicle | binding response (% of control), % at 10 µM | actives 1.4% (n = 290,000) | AID 1529, 2009;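 active = binding response more than 3 SD above or below the average of its plate-row segment, actives on both sides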;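 also: Alexa488 bead fluorescence after subtracting the streptavidin-only scavenger bead signal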
Target sequence (Q99759 whole entry, looked up): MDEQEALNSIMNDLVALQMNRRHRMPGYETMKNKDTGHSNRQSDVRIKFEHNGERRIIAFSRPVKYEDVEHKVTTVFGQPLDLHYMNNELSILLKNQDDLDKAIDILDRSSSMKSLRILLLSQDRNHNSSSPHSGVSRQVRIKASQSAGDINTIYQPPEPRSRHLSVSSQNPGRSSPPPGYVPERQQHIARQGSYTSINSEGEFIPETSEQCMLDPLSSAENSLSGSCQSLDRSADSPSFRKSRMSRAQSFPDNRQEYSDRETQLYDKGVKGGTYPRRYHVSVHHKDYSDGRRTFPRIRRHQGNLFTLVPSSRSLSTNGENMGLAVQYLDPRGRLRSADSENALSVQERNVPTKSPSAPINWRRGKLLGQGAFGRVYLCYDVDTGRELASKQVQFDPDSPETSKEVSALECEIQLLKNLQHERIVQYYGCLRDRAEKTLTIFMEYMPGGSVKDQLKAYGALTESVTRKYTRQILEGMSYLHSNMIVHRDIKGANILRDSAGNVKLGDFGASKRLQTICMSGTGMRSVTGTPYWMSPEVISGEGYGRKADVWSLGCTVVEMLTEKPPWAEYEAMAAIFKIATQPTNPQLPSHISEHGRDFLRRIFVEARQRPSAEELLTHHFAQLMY
MEKK2mut PB1 HTS = MEK5 binding signal on mutant MEKK2 PB1, primary screen, biochemical, multiplex bead flow cytometry, Alexa488-MEK5; Alexa488-MEK5 binding to MEKK2 mutant; percent response, % at 10 µM; actives 0.35% (n = 290,000); AID 1530, 2009; in the data active = percent response above about 24%, passing the limit was not always enough; also: inactives centre near 1; some results filed as inactive read as strong as hits; reference of the scale not given here
IDE inh = human IDE inhibitors in live cells, primary screen, fluorescence polarization, HEK cells, FAbetaB substrate; Insulin-degrading enzyme (Homo sapiens), P14735; FAbetaB cleavage; inhibition, % at 5.59 µM; actives 0.41% (n = 320,000); AID 434962, 2010;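 active = percent inhibition above the average of all tested compounds plus 3 SD, set per screening campaign, cut at about 16% in these data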;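 also: IDE supplied by intact live HEK cells; FP after avidin binding of uncleaved biotin substrate so inhibition keeps polarization high; 0% = DMSO wells and 100% = 60 µM reference IDE inhibitor Ii1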
p-CIP stab down = p/CIP-EGFP fusion destabilizers, primary screen, fluorescence, F442A cells | Q05BA5 | 16 h | decrease of EGFP signal, % at 10 µM | actives 0.01% (n = 290,000);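 active = EGFP signal decrease of at least 30% at 10 µM or well 3 SD below plate mean, unless failing retest; inactive = the rest, including hits failing retest or dose response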; also: some compounds called inactive have numbers as strong as hits; many of its hits are not listed in these tables
SUMO HTRF inh = inhibitors of in vitro SUMOylation cascade, primary screen, biochemical, HTRF, uHTS; actives 0.36% (n = 290,000); HTRF SUMOylation assay, SAE1/SAE2 + UBC9; SUMO-conjugating enzyme UBC9 (Homo sapiens), P63279; inhibition, % at 35 µM; AID 2006, 2009; in the data active = inhibition above about 50%, passing the limit was not always enough; also: strong numbers were not always called active
Target sequence (P63279 whole entry, looked up): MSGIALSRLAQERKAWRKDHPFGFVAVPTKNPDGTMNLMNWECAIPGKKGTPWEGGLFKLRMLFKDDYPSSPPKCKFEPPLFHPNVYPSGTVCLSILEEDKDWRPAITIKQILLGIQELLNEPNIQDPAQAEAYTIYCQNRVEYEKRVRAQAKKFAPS
IDE cell activ = human IDE activators in live cells, primary screen, fluorescence polarization, HEK cells, FAbeta-B substrate | Insulin-degrading enzyme (Homo sapiens), P14735 | actives 0.073% (n = 340,000) | FAbeta-B cleavage; 0% vehicle, 100% cell-free pure enzyme wells | activation, % at 5.96 µM;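 active = activation above the mean of all tested compounds plus 3 SD, set per screening campaign, cut at about 17% in these data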
NALP1 yeast inh = NALP1 inflammasome inhibitors in reconstituted yeast, colorimetric, S. cerevisiae, triplicate retest; inhibition, % at 10 µM; actives 0.61% (n = 280,000); AID 2071, 2009; S. cerevisiae NALP1/ASC/caspase-1 growth, X-gal OD620, 72 h; in the data active = inhibition mostly above about 24%, no sharp cut-off; inactive = mostly below about 32%; also: some compounds called inactive have numbers as strong as hits
* = called active by the depositor; · = no result given.

SMILES | MEKK2 WT-MEK5 | M18AAP inhibitor | MEKK3 PB1 HTS | MEKK2mut PB1 HTS | IDE inh | p-CIP stab down | SUMO HTRF inh | IDE cell activ | NALP1 yeast inh
CCCCN1C(N)=NC[C@@H]1CC1CCCCC1 | 119 | · | 106 | 7 | -3 | · | · | 2 | ·
COc1ccccc1Nc1cc2cc(Br)ccc2c(=O)[nH]1 | 101 | · | 100 | 2 | -5 | · | · | 2 | ·
CCOC(=O)C1CN(S(=O)(=O)c2ccc(C)cc2)c2ccccc2O1 (stereo unspecified) | 102 | -11 | 99 | -3 | 0 | 2 | -2 | 4 | -26
Cc1ccc(C(=O)NN2CC(O)=C(c3nc(-c4cccc([N+](=O)[O-])c4)cs3)C2=N)cc1 | 80 | -9 | 83 | -15 | -2 | -8 | 47 | 1 | -4
Cc1ccc(C(C(=O)NC(C)(C)C)N(C(=O)c2csnn2)c2cccc(F)c2)o1 (stereo unspecified) | 101 | 0 | 102 | 2 | 4 | -12 | -13 | 1 | 18
CCC1(C)Cc2[nH]c(=O)c(C#N)cc2CO1 (stereo unspecified) | 102 | 4 | 102 | 4 | 2 | 1 | 17 | 6 | 8
COc1cc(OC)cc(C(=O)NCC(=O)OCc2csc(-c3ccccc3)n2)c1 | 115 | 0 | 99 | 1 | 10 | 7 | -6 | -2 | 28
CCCCn1c(=N)n(CC(O)COc2ccccc2)c2ccccc21 (stereo unspecified) | 119 | 2 | 111 | 16 | 2 | -18 | 24 | 2 | 20
O=C(CSc1nnc2c(Cl)cc(C(F)(F)F)cn12)NCc1ccc(F)cc1 | 91 | -1 | 96 | -2 | -5 | -19 | 11 | -4 | 25
CN1CCCN(C(=O)c2cccc(Cl)c2)CC1 | 107 | -8 | 101 | 12 | 4 | -16 | 21 | -2 | 6
COc1cc(CN2CC(C)OC(C)C2)cc(OC)c1 (stereo unspecified) | 96 | -2 | 95 | 0 | 4 | · | · | 5 | ·
CN(C)c1ccc(-c2ccc([C@H]3[C@@H]4C=CCC[C@@]4(C)C(=O)N3Cc3ccccc3)c(F)c2)cc1 | 95 | · | 101 | -4 | 1 | -15 | 4 | 7 | 2
N=C1C(c2nc3ccccc3s2)=C(O)CN1c1ccccc1 | 104 | -5 | 103 | 2 | 0 | 17 | 2 | 4 | -10
COc1cc(OC)cc(C(=O)N[C@H](C(=O)Nc2nc(-c3ccc(F)c(F)c3)cs2)C(C)C)c1 | 96 | -6 | 101 | -3 | 1 | 6 | 23 | 6 | 0
CNC(=O)c1ccccc1S(=O)c1ccccc1COC(C)=O (stereo unspecified) | 107 | 1 | 109 | 6 | -1 | -6 | 12 | -1 | ·
O=C1CCCN2N=C(SCC(=O)Nc3nccs3)SC2=N1 | 85 | -9 | 91 | -10 | -5 | 5 | 13 | -4 | 8
CC(C)OC(=O)CCC(=O)Nc1nc2ccccc2s1 | · | 2 | · | · | -2 | 8 | 11 | 3 | -3
O=C(c1ccccc1)N1CCN(C(=O)C2CC2)CC1 | 99 | -1 | 100 | -3 | -3 | -13 | -4 | 5 | 12
COC(=O)c1ccc(NC(=O)c2ccccc2NS(C)(=O)=O)cc1 | 94 | 1 | 93 | -4 | 4 | -19 | 19 | -2 | 12
CC1(C)CC(=O)C2=C(C1)N(CC1CCCO1)C(=O)C2(NC(=O)c1cccnc1)C(F)(F)F (stereo unspecified) | 86 | -7 | 85 | -8 | 5 | -5 | 19 | 8 | 1
CCN(CC)c1ccc(NC(=S)Nc2ccc(F)cc2)cc1 | 102 | -24 | 100 | -2 | · | -3 | -36 | 5 | 25
Cc1cc(=O)oc2cc(OCC(=O)NCCc3c[nH]c4ccc(F)cc34)ccc12 | 96 | -2 | 95 | -4 | 2 | 11 | 23 | 3 | 17
CC(C)(C)c1nc(NCC2CCCO2)c2nnn(Cc3ccccc3)c2n1 (stereo unspecified) | 110 | 3 | 109 | 11 | 7 | -17 | -1 | 4 | -3
O=C(O)c1cccc(NC(=O)c2ccc3c(c2)C(=O)N(CC2CCCO2)C3=O)c1 (stereo unspecified) | 99 | -4 | 103 | -2 | 4 | -3 | 4 | 5 | 2
O=C(NC1CCCCCCC1)c1ccc(CNc2c(N3CCOCC3)c(=O)c2=O)cc1 | 106 | 11 | 105 | 3 | -5 | -4 | 6 | 4 | 23
Cc1cc(NC(=O)C(C)Sc2nc(-c3ccccc3)cc(=O)[nH]2)no1 (stereo unspecified) | 100 | -1 | 102 | -3 | 3 | -1 | 6 | 0 | 12
O=C(N/N=C/c1ccc(Cl)c([N+](=O)[O-])c1)c1cc(-c2ccc3c4c(cccc24)CC3)n[nH]1 | 100 | 8 | 103 | -2 | 8 | -8 | 51* | -1 | ·
CC1CC(=O)NN1C(=O)c1ccccc1 (stereo unspecified) | 103 | 4 | 103 | 0 | 5 | -1 | 12 | 5 | -7
COC(=O)c1c(CSc2ccc(Cl)cc2)noc1C(=O)NCc1ccco1 | 100 | -1 | 99 | 5 | -4 | 2 | 26 | 3 | 0
CCOC(=O)C1CCN(c2cc(=O)n(C3CCCCC3)c(=O)[nH]2)CC1 | 105 | 2 | 107 | 14 | 5 | -1 | 5 | 4 | 17
O=C(Nc1cccn(Cc2ccc(F)cc2)c1=O)NC1CCCCC1 | 105 | 2 | 103 | 5 | -2 | -4 | 5 | 1 | 3
COc1ccc(O)c(C(=O)c2cnc3c(c2)c(C)nn3C)c1 | 104 | 1 | 101 | 2 | 1 | 0 | 0 | 3 | 30
Cc1cc(NC(=O)/C=C/c2ccc(Br)cc2)no1 | 100 | -13 | 102 | -3 | 5 | -3 | 17 | -2 | 23
COC(=O)c1c(SCc2ccc(C#N)cc2)nc(=O)[nH]c1C | 106 | 3 | 106 | 5 | 5 | -3 | 8 | 1 | -2
CC(=O)NC(Cc1c[nH]c2ccccc12)C(=O)O (stereo unspecified) | 96 | 4 | 105 | -2 | 5 | -3 | -2 | 2 | -11
NNC(=O)CN1C(c2cccc(Cl)c2)=Nc2ccc(Br)cc2C1c1ccccc1 (stereo unspecified) | 100 | 3 | 101 | 2 | 1 | 3 | -21 | -3 | 7
O=C(NC1=NCCS1)c1cc2ccccc2o1 | 96 | 4 | 96 | -3 | 6 | -1 | 12 | 5 | 5
Cc1ccc(CNC(=O)[C@@H]2CCC(=O)N2Cc2ccco2)cc1 | 106 | 1 | 106 | 5 | 0 | 6 | 6 | 1 | -4
CC(=O)C(C(C)=O)C1(O)C(=O)c2ccccc2C1=O | 94 | -1 | 92 | -5 | -2 | -4 | 94* | 0 | 36
Cc1ccccc1N1CCN(S(=O)(=O)CC23CCC(CC2=O)C3(C)C)CC1 (stereo unspecified) | 103 | -10 | 98 | 9 | 3 | -21 | -3 | 2 | ·
COc1cc(C(=O)NCCc2ccc(S(N)(=O)=O)cc2)cc(OC)c1OC | 101 | -1 | 101 | 2 | 5 | 1 | 10 | 3 | 26
Cc1nc(-c2ccc3c(c2)OCCCO3)cs1 | 97 | -7 | 98 | -5 | 0 | -5 | 14 | 4 | 42*
Cc1cc(C)n2nc(S(=O)(=O)NCCc3ccccc3)nc2n1 | 99 | 0 | 99 | 3 | 3 | -9 | 0 | 10 | -54
CCOC(=O)C(NC(C)=O)C(=O)O (stereo unspecified) | 105 | -1 | 100 | 0 | -6 | -12 | 9 | -1 | -4
COC(=O)c1nn(-c2ccc(Oc3ccccc3)cc2)c(=O)cc1O | 99 | -8 | 102 | -2 | -5 | -6 | 1 | 1 | 4
COc1ccc(/C=N/N2CCN(c3ccccc3OC)CC2)cc1OC | 106 | 0 | 102 | 2 | 8 | -1 | 0 | 6 | 32
COc1ccc(C(=O)NCc2nnc(SCC(=O)N3CCOCC3)o2)cc1 | 94 | -11 | 100 | -3 | 3 | -16 | 12 | 3 | 7
O=C(Cc1ccc([N+](=O)[O-])cc1)OCc1c(F)cccc1Cl | 106 | -2 | 104 | 10 | 5 | -7 | 4 | 2 | 19
CCc1nc(=O)c(-c2ccccc2)c(C)n1-c1ccccc1 | 98 | 3 | 100 | -1 | 2 | 14 | -3 | 3 | -4
Cc1csc(NC(=O)c2cccn2C)n1 | 103 | 4 | 100 | 2 | 1 | -3 | -4 | 3 | -1
O=S(=O)(c1ccccc1C(F)(F)F)N1CCN(CC(O)COc2ccccc2F)CC1 (stereo unspecified) | 103 | -2 | 95 | -3 | · | 5 | -16 | 1 | 4
Cc1cnccc1CN(C)Cc1cn(C)nc1-c1cccc(Cl)c1 | 100 | -16 | 102 | -5 | 1 | -7 | 1 | -7 | -5
COc1ccc(C(=O)N[C@H](C(=O)NCC2CCCCC2)C(C)C)cc1 | 104 | -1 | 104 | 3 | 3 | -12 | -1 | -3 | -11
O=C(Nc1ccccc1)c1ccc(NC(=O)C2CC2)cc1 | 98 | 5 | 102 | 1 | 3 | 3 | 5 | 3 | 8
CS(=O)(=O)c1cccc(C(=O)N(CCc2ccccc2)Cc2cccs2)c1 | 96 | -2 | 100 | -7 | 1 | -7 | -1 | -5 | 15
COc1ccc(NC(=O)C(=O)NNC(=O)c2cccs2)c(OC)c1 | 101 | -2 | 98 | 5 | -1 | 3 | -11 | -3 | 6
Cc1ccc2cc(C#N)c(N3CCCN(S(=O)(=O)c4ccc(F)cc4)CC3)nc2c1 | 87 | 5 | 75 | 2 | 0 | 0 | 45 | 1 | 3
Cc1cccc(NC(=O)NC2(C(=O)NCc3ccco3)CCCCC2)c1 | 98 | 1 | 102 | 1 | -4 | -3 | 6 | 1 | -6
COCC(=O)N1CCC(n2nccc2NC(=O)CCOc2ccccc2)CC1 | 101 | 1 | 99 | 5 | 8 | -17 | 8 | 0 | -7
COC(=O)c1ccc(OCC(=O)N2CCCc3ccccc32)cc1 | 101 | -4 | 102 | 1 | 1 | 11 | 1 | 5 | 9
O=C(NCC1CCCO1)C(c1ccc(F)cc1)N(C(=O)Cn1nnc(-c2ccc(F)cc2)n1)c1cccc(O)c1 (stereo unspecified) | 89 | 5 | 91 | -5 | 0 | 6 | 13 | 5 | 6
CCOC(=O)c1cc(NC(=O)c2ccoc2C)cc(C(=O)OCC)c1 | 106 | -8 | 105 | 2 | -4 | -12 | -3 | 6 | ·
Cc1cc(=S)[nH]c2ccccc12 | · | 3 | · | · | -2 | -2 | 4 | -5 | -2

Three compounds out of the list, arranged by SMILES length, ascending.
SMILES | MEKK2 WT-MEK5 | M18AAP inhibitor | MEKK3 PB1 HTS | MEKK2mut PB1 HTS | IDE inh | p-CIP stab down | SUMO HTRF inh | IDE cell activ | NALP1 yeast inh
CCOC(=O)c1cc(NC(=O)c2ccoc2C)cc(C(=O)OCC)c1 | 106 | -8 | 105 | 2 | -4 | -12 | -3 | 6 | ·
COc1ccc(C(=O)N[C@H](C(=O)NCC2CCCCC2)C(C)C)cc1 | 104 | -1 | 104 | 3 | 3 | -12 | -1 | -3 | -11
O=C(NCC1CCCO1)C(c1ccc(F)cc1)N(C(=O)Cn1nnc(-c2ccc(F)cc2)n1)c1cccc(O)c1 (stereo unspecified) | 89 | 5 | 91 | -5 | 0 | 6 | 13 | 5 | 6

An excerpt (hit frequency here may not be typical).
